High-throughput results (PubChem BioAssay)
VP16 counter: counter-screen for ROR gamma inhibitors: Gal4-VP16 reporter; 310,000 tested, 3.5% active; Drosophila S2 Gal4-VP16 UAS-luciferase, luminescence, 20 h; AID 2546; Potency, µM (top dose mostly 53.6 µM), inactives show at the top dose activity, negative = inhibition, hits mostly inhibitors;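 also: Gal4-VP16 expression switched on by copper sulfate through the metallothionein promoter; potency is read from the fitted curve at half-maximal effect; % is scaled to controls: 0 for no effect and ±100 for the full control effect; nearly all actives have a fitted effect of over 50% in size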
uPA surface inh: inhibitors of cell surface uPA generation; 330,000 tested, 0.31% active; Potency, µM (series often up to 38.3 µM), inactives show at the top dose activity change, negative = inhibition, actives largely listed as inhibitors; cell surface uPA generation assay, qHTS; active = well fitted inhibition curve with a large enough effect; inconclusive = small, poorly fitted or top-dose-only effect; inactive = no such curve, though single readings can be large or run the other way; tested in mouse RAW 264.7 cells; also: potency is read from the fitted curve at half-maximal effect; % is scaled to controls: 0 for no effect and ±100 for the full control effect; nearly all actives have a fitted effect of over 55% in size
KCNH2 3.1 inh: inhibitors of human KCNH2 3.1 potassium channel isoform; U2OS KCNH2 3.1, thallium flux FluxOr; stronger effect = lower value; activity change, % (tested at about 1.8 µM); 340,000 tested, 0.95% active; AID 720553;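 active = maximum activity change below -70%; inconclusive = maximum activity change from -70% to -50%; inactive = maximum activity change above -50%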;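 also: thallium influx rate constant from kinetic fluorescence after stimulation buffer; % is scaled to controls: 0 for no effect and ±100 for the full control effect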
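Channel expression came from 3.1 mutant virus (1.77 x 10^8 /mL) applied to suspended U2OS cells for 4 h. Flux was tracked with FluxOr dye plus Red40 quencher, and kinetic rate constants normalized to controls.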
Coupling enz: counter-screen for Giardia aldolase inhibitors: coupling enzyme system; coupling enzyme system counterscreen, AmpLite Red fluorescence; activity change, negative = inhibition, % at 58.2 µM, hits read low; 290,000 tested, 0.67% active; AID 2472; in the data active = activity change below about -30%; also: % is scaled to controls: 0 for no effect and ±100 for the full control effect
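Activity here indicates interference with the coupling reaction, not aldolase inhibition. Compounds at 57.5 uM final met coupling enzymes for 10 min at RT; substrate and AmpLite Red detection followed, with a 525/598 nm fluorescence read after 20 min.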
NPC1 prom act: NPC1 promoter activation | AID 485313 | 320,000 tested, 2.4% active | Potency, µM (doses to about 9.22 µM), for inactives: at the highest dose activation, actives largely listed as activators | Huh7 NPC1 promoter luciferase reporter, 24 h;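 also: potency is read from the fitted curve at half-maximal effect; % of control where 0% means no effect; nearly all actives have a fitted effect of over 60% in size; reporter is driven by a mutant NPC1 promoter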
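Compounds in DMSO were transferred onto Huh7 NPC1-luciferase reporter cells pre-incubated 2 h; after 24 h at 37 °C, Amplite reagent was dispensed and luminescence recorded 10 min later.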
Tb PFK inh: T. brucei PFK enzyme inhibition; O15648; T. brucei PFK, ADP-Glo luminescence; Potency, µM (series often up to 57.5 µM), inactives show at the highest dose activity, negative = inhibition, most hits filed as inhibitors; 330,000 tested, 0.17% active; AID 485367;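 also: potency is read from the fitted curve at half-maximal effect; 0% = uninhibited 1x PFK enzyme wells and -100% = no-enzyme wells; nearly all actives have a fitted effect of over 60% in size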
Target sequence (O15648 whole entry, looked up): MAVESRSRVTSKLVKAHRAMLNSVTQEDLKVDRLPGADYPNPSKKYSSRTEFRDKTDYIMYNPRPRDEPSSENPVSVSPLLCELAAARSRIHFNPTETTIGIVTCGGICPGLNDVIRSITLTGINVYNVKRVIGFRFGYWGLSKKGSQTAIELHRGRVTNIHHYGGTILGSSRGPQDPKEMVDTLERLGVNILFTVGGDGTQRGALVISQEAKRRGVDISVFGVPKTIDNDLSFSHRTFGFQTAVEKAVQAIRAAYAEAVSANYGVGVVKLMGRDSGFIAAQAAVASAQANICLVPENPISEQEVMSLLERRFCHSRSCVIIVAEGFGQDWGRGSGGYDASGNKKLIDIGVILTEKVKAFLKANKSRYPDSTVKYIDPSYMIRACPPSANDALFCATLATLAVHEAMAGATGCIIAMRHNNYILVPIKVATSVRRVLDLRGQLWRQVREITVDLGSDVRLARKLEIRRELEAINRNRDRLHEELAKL
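In TEA buffer at pH 8.0 with 5 mM MgCl2, enzyme (1.25 nM) converted F6P (0.5 mM) and ATP (0.1 mM) for 45 min at room temperature. ADP product was read by luciferase luminescence.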
ELG1 genotox: genotoxicity induction in ELG1-luciferase HEK293T cells. Potency, µM (highest dose often 46 µM), without a hit: at the top dose activity change, positive = activation, most hits filed as activators. 330,000 tested, 1.3% active. HEK293T ELG1-luciferase reporter, luminescence, 16 h; also: potency is read from the fitted curve at half-maximal effect; % of control where 0% means no effect; nearly all actives have a fitted effect of over 60% in size
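16 hr compound incubation (37 °C, 5% CO2) of HEK293T cells carrying luciferase-tagged ELG1; luciferase then measured by ONE-Glo luminescence after 30 min at RT.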
Giardia killer: Giardia lamblia killing | Giardia lamblia trophozoite viability | 340,000 tested, 0.15% active | AID 540267 | activity change, % at 7.66 µM, hits read low; in the data active = activity change below about -80%; inconclusive = between about -30% and that limit;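 also: parasites exposed to compound for two days anaerobically before the ATP read; % is scaled to controls: 0 for no effect and ±100 for the full control effect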
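Trophozoite viability was measured as ATP-dependent luminescence, read 15-30 min after reagent addition. Before that, parasites at 100 cells/well were exposed to compounds for 48 h, anaerobically, at 37 deg C.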
RORgamma inh: inhibitors of mouse ROR gamma transcriptional activity; P51450; Drosophila S2 Gal4-RORgamma UAS-luciferase reporter, 20 h; Potency, µM (highest dose often 53.6 µM), for inactives: at the top dose activity change, negative = inhibition, most hits filed as inhibitors; 310,000 tested, 5.4% active; AID 2551; also: potency is read from the fitted curve at half-maximal effect; % is scaled to controls: 0 for no effect and ±100 for the full control effect; nearly all actives have a fitted effect of over 60% in size
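Stable Schneider cell line, Gal4 DNA-binding domain fused to ROR gamma, UAS-luciferase. Cmpd 1 hr RT → CuSO4 700 uM final → 20 hr RT → luciferase reagent 10 min → luminescence.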
FLuc modulator: counter-screen for miR-21 project: firefly luciferase inhibitors or activators; P08659; AID 588342; purified FLuc, Km substrates, luminescence inhibition; 360,000 tested, 6.9% active; Potency, µM (series often up to 57.5 µM), for the others: top-dose activity change, negative = inhibition, actives largely listed as inhibitors;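 also: potency is read from the fitted curve at half-maximal effect; plate controls were vehicle for no effect and reference inhibitor for full effect; nearly all actives have a fitted effect of over 55% in size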
Target sequence (P08659 whole entry, looked up): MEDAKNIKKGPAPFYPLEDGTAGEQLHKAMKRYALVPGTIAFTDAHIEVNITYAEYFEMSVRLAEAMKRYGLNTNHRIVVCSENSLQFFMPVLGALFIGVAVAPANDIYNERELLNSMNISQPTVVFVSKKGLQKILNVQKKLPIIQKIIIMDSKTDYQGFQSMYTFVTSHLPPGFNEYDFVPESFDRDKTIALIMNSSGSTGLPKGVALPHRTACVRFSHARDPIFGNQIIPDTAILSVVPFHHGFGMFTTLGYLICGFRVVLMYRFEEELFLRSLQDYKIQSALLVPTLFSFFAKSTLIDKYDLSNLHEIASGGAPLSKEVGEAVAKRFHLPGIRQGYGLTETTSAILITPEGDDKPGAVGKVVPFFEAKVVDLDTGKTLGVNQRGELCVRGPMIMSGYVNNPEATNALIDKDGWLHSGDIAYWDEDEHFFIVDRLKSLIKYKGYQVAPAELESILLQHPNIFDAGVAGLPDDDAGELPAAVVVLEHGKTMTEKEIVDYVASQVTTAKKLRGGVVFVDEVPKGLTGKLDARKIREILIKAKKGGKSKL
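Purified P. pyralis luciferase, 10 nM final, with Km-level 10 uM D-luciferin and 10 uM ATP in 50 mM Tris acetate pH 7.5, 10 mM Mg acetate, 0.01% Tween-20, 0.05% BSA; 6-point qHTS titration about 60 µM downward; luminescence read.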
Rab9 promoter act: Rab9 promoter activation; 320,000 tested, 2.8% active; Potency, µM (doses to about 9.22 µM), inactives show at the highest dose activation, negative = inhibition, hits mostly activators; AID 485297; Huh7 Rab9 promoter-luciferase reporter, luminescence, 24 h; also: potency is read from the fitted curve at half-maximal effect; % of control where 0% means no effect; nearly all actives have a fitted effect of over 60% in size
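Huh7 reporter line, Rab9 promoter upstream of luciferase. Compound exposure 24 h at 37 °C in reduced-serum medium with 10% FBS. Read-out: luminescence.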
* marks the source's active call; other numbers are inactive results; ? = inconclusive; · = not tested or not shown; & = joins results of further samples; [ ] = remark or other dose. Unless noted, calls follow the shape of the dose curve; as a rule, active = well fitted curve in the direction sought with a large enough effect; inconclusive = small, poorly fitted or top-dose-only effect, or another doubt; inactive = no such curve, though single readings can be large; an effect the other way counts as inactive or inconclusive.

Compound	VP16 counter	uPA surface inh	KCNH2 3.1 inh	Coupling enz	NPC1 prom act	Tb PFK inh	ELG1 genotox	Giardia killer	RORgamma inh	FLuc modulator	Rab9 promoter act
Fc1cccc(CSc2nnc3c(n2)[nH]c2ccccc23)c1	6%	-3%	9	1	3%	-2%	3%	-3	9%	?	0%
COc1cccc2oc3cc(C#CC4(O)CCCCC4)ccc3c(=O)c12	?	7.1µM*	·	-1	0.35µM*	1%	0.41µM*	?	?	0.6µM*	0.35µM*
COC(=O)C(Cc1cnc[nH]1)NC(=O)C1CCC(=O)N1 (stereo unspecified)	4%	1%	1	2	-6%	0%	0%	0	-17%	-1%	3%
CS(=O)(=O)N(CC(=O)N1CCOCC1)c1cccc([N+](=O)[O-])c1	-18%	1%	3	0	-10%	1%	-1%	-1	-2%	-2%	-11%
CCOC(=O)c1c(-c2ccc(C)cc2)csc1NC(=S)NC(=O)c1ccccc1	2.8µM*	3%	1	-6	0%	-1%	-11%	-14	3.2µM*	2%	-2%
COc1cc(OC)c2c(C)cc(=O)oc2c1	-11%	-11%	-2	-1	5%	5%	?	9	1%	-3%	1%
COc1cccc(C(=O)O/N=C(\C)c2cnccn2)c1	-27%	-7%	27	1	-6%	-4%	-4%	-11	-14%	5.4µM*	-3%
CC(=O)Nc1cccc(NC(=O)CSc2nn3c(=O)c(C)nnc3s2)c1	-5%	-4%	5	0	1%	1%	-3%	-25	-12%	3%	2%
O=C(c1ccc(-c2nc3ccccc3s2)o1)N1CCN(c2ccccc2O)CC1	14%	1%	-22	·	?	1%	-9%	-8	?	17µM*	?
C=CCn1c2ccccc2c2nnc(SCCN3CCOCC3)nc21	-3%	-2%	-4	1	-5%	-10%	-3%	15	2%	?	3%
N#Cc1ccccc1NC(=O)CC1c2ccccc2Oc2ccccc21	?	?	-6	-1	-3%	0%	1%	-7	-34%	5%	2%
CCOC(=O)C1=C(Cn2cnc3ccccc32)NC(=O)NC1c1ccc(Cl)cc1 (stereo unspecified)	3%	·	-8	0	1%	6%	-5%	0	15%	6%	-2%
N/C(COc1ncn(-c2ccccc2)n1)=N\S(=O)(=O)c1ccccc1	12%	0%	6	-1	-4%	2%	-3%	-24	9%	-6%	-1%
Cc1cc(S(=O)(=O)N2CCC(NC(=O)C34CC5CC(CC(C5)C3)C4)CC2)ccc1-n1cnnn1	-4%	·	-89*	-3	-3%	0%	-20%	-7	32%	-1%	11%
CC(=O)Nc1ccc(S(=O)(=O)N(C)CC(=O)OCC(=O)N2CCCCC2)cc1	·	3%	-33	·	-2%	2%	1%	-5	·	-1%	-1%
COc1cccc(/C=C2\SC(=S)N(NS(=O)(=O)c3ccccc3)C2=O)c1OC	29%	5%	-21	9	1%	4%	0%	7	43%	?	9%
CCNC(=S)Nc1cccc(Cl)c1C	18µM*	1%	3	0	2%	-6%	-1%	-7	?	-2%	-3%
O=C(c1cc2c([nH]c1=O)CCCC2)N1CCc2c([nH]c3ccccc23)C1c1ccccc1F (stereo unspecified)	-10%	-4%	21	-1	-1%	0%	-6%	2	18%	0%	-2%
COCCCNC(=O)CN(Cc1ccc(Cl)cc1)S(C)(=O)=O	-6%	0%	-13	2	5%	-7%	0%	7	-25%	0%	5%
CCn1c2ccccc2c2cc(CN3CCN(C(=O)c4ccco4)CC3)ccc21	?	10%	-14	-7	-1%	2%	-3%	-15	?	1%	1%
CCOc1ccc(-c2noc(CCC(=O)NCC3CCCO3)n2)cc1OC (stereo unspecified)	-10%	15%	0	0	5%	-1%	2%	4	?	-1%	5%
COCc1cc(=O)n2[nH]c(C(C)(C)C)cc2n1	16%	-1%	-13	-28	1%	-2%	0%	40[activator]	19%	-5%	3%
Cc1ccc(C(=O)O)cc1NC(=S)NC(=O)c1ccc([N+](=O)[O-])cc1Cl	1%	-2%	-2	2	-3%	1%	1%	-6	14%	-4%	-4%
Fc1c(F)c(C(F)(F)F)c(F)c(F)c1N1CCN(c2ccc3nnc(C(F)(F)F)n3n2)CC1	1%	7%	-24	-1	1%	-5%	1%	-15	-17%	1%	3%
O=C(c1cc(-c2ccccc2)nc2ccccc12)N1CCc2ccccc2C1	-7%	1%	-11	-1	-5%	1%	-6%	3	27%	?	-3%
CCCN1CCN(CCCNC(=O)C(CC)n2nc(C)n3c(cc4occc43)c2=O)CC1 (stereo unspecified)	5%	-1%	0	0	0%	3%	4%	3	-12%	1%&-5%	-1%
Clc1ccc(-c2nnc3sc(Cc4cccs4)nn23)cc1	-2%	8%	6	-2	6%	1%	7%	7	4%	?	11%
CCN(CC)C(=O)CCc1nnc(Cc2cccc(C(F)(F)F)c2)o1	4%	0%	16	0	0%	0%	3%	0	5%	-13%	-1%
Nc1cccc(-c2cn(-c3cc4cc(C#CC5(O)CCCCC5)ccc4oc3=O)nn2)c1	·	7%	·	·	-1%	3%	-1%	-19	·	3%	-2%
CCCCOc1ccc(C(=O)N2CCN(CC(=O)Nc3ccc(C)cc3)CC2)cc1OC	5%	2%	-25	2	-3%	2%	-30%[inhibitor]	19	10%	-1%	1%
C/C(=N\N=C(N)N)c1cccc(Cl)c1	-3%	-5%	5	2	-2%	-9%	-17%	-4	20%	1%	-18%
Cc1ccccc1CS(=O)(=O)Cc1ccc(C(=O)NC2CCCCC2)o1	5%	-3%	-12	0	1%	-3%	-1%[9.26 µM]	7	-3%	0%	-2%
C[C@@H]1CN(CCCn2c3ccccc3c3ccccc32)C[C@H](C)N1	-12%&-13%	·	·	-3&1	1%	-1%	·	·	?	-1%	-2%
CN(Cc1ccco1)C(=O)c1ccc(N2CCCC2=O)cc1	-5%	0%	-3	0	-8%	-3%	1%	7	3%	1%	-7%
CCOc1ccccc1CN1CCN(C2CCC2)CC1CCO (stereo unspecified)	3%	0%	-13	1	-3%	-1%	-2%	-24	-13%	-1%	0%
COc1ccc(NC(=O)c2ccc3c(=O)n(CC4CCCO4)c(=S)[nH]c3c2)c(OC)c1 (stereo unspecified)	-2%	0%	13	2	-1%	-6%	-38%[inhibitor]	-12	?	-1%	5%
CC1(C)C(=O)OC(c2ccc([N+](=O)[O-])cc2)C(C)(C)C1=O (stereo unspecified)	1%	0%	19	4	-6%	0%	-5%	6	16%	-1%	-5%
COc1ccc(CNC(=O)CCSc2ccc(F)cc2)cc1OC	9%	-7%	25	2	-4%	-6%	0%	-5	-12%	1%	1%
CC1Oc2ccccc2C(=O)N(CC(=O)c2ccc3c(c2)OCCO3)C1=O (stereo unspecified)	2%	-7%	12	·	24%	1%	12%	-8	-13%	4.8µM*	28%
Clc1cccc(Cl)c1C[n+]1ccc2ccccc2c1	-13%	-4%	-2	0	-13%	2%	-4%	-2	36%	1%	-26%
COC(=O)c1nn(-c2cccc(C)c2)c2nnc(Cc3ccc(C)cc3)c(=O)n12	-7%	2%	9	4	0%	0%	-3%	-5	0%	3%	2%
Oc1ccc2ccccc2c1C=Nc1ccccc1Br	-29%	-1%	5	-4	-4%	-7%	0%	-2	13µM*	11µM*	2%
Cc1ccccc1-n1cnnc1SCC(=O)Nc1cccnc1Cl	-18%	0%	24	3	3%	-1%	-1%	-6	?	-2%	2%
Cc1cc(-n2nc(C)cc2C)nc(N)n1	-1%	-5%	-5	4	-1%	-2%	-1%	6	-38%	3%	-1%
Cc1cc(NC(=O)CCC(=O)N(Cc2ccco2)C2(C(=O)NC3CCCC3)CCCCC2)no1	-2%	·	-14	0	-4%	-10%	5%	-10	12%	6%	4%
CCCN1Cc2cccc(C(=O)NCc3cccs3)c2C1=O	10%	-4%	-22	-1	-5%	8%	0%	-7	2%	-1%	0%
O=C(c1cccc(Cl)c1)N(Cc1cccs1)C1CCS(=O)(=O)C1 (stereo unspecified)	3%	-6%	-2	4	14%	-2%	3%	6	9%	4%	4%
Cc1nnc(SCC2=C(C(=O)O)N3C(=O)C(NC(=O)c4cc(F)c(F)cc4Cl)C3SC2)s1 (stereo unspecified)	25%	8%	1	2	-2%	5%	4%	-9	-8%	-18%	4%
O=C1N=C(N2CCCCC2)S/C1=C/C1=Cc2ccccc2OC1	-7%	-3%	4	-1	12%	-1%	?	-6	12%	2.4µM*	20%
